LYP inhibition – PTPN22 lymphoid phosphatase activity blockers – biochemical, fluorescence intensity, uHTS (AID 1779). recombinant LYP phosphatase, fluorescence intensity; higher % means a stronger effect. 290,000 compounds, 0.054% hits. one-dose inhibition, % at 11.5 µM; IC50 in µM for titrated hits; in the data active means inhibition above about 50%;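 further: plate controls were vehicle with enzyme for no effect and no enzyme for full effect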
Myeloid diff MLP – compounds promoting myeloid differentiation. AID 624256. ER-HoxA9 myeloid progenitors, lysozyme-GFP differentiation, flow cytometry. 360,000 compounds, 1% hits. calls only at 10 µM;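 active means normalized GFP-positive differentiation at or above the plate's own cutoff, the solvent-only control mean plus 3 SD; inconclusive means no clear call, values can overlap the other calls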;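 further: cells exposed to compound for four days before flow analysis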
Myeloid diff MLP GFP+ MAC1+ % – further read-out of Myeloid diff MLP, marked with its call; GFP+ MAC1+ double positive, %; measured here: differentiation confirmed by MAC1 staining
* marks the source's active call; other numbers are inactive results; i = inactive; u = inconclusive; x = no result given. Only part of the results is shown; count on the stated rates, not on these rows.

entry	SMILES	LYP inhibition	Myeloid diff MLP	Myeloid diff MLP GFP+ MAC1+ %
1	O=C(CN(C(=O)c1csnn1)c1ccc(Br)cc1)NC1CCCCC1	-14%	i	0.5
2	CCn1c(C)c(C)c2cc(C(=O)N3CCN(c4ccccc4)CC3)ccc21	-3%	i	10
3	O=C(Nc1ccc(Br)cc1)c1cc([N+](=O)[O-])cc([N+](=O)[O-])c1	-4%	i	0.1
4	COc1ccc(C(=O)N2CCCCCC2)cc1S(=O)(=O)N1CCOCC1	-8%	i	1.0
5	O=C(C1CCC(=O)N(C2CCCC2)C1)N1CCC(Oc2ccccc2Cl)CC1 (configuration not stated)	-5%	i	1.1
6	c1cc2c3c(cccc3c1)NC(c1ccc3c(c1)OCO3)N2	-6%	i	0.3
7	O=C(CCC1CCCC1)NCCCNC(=O)CCC1CCCC1	-15%	i	0.4
8	COCCCNc1nc2c(c(=O)n(Cc3cccc(Br)c3)c(=O)n2C)n1C	-5%	i	0.3

Reformatted as labelled records: part of the list above.
1	O=C(CN(C(=O)c1csnn1)c1ccc(Br)cc1)NC1CCCCC1
- LYP inhibition: -14%
- Myeloid diff MLP: i
- Myeloid diff MLP GFP+ MAC1+ %: 0.5
2	CCn1c(C)c(C)c2cc(C(=O)N3CCN(c4ccccc4)CC3)ccc21
- LYP inhibition: -3%
- Myeloid diff MLP: i
- Myeloid diff MLP GFP+ MAC1+ %: 10
3	O=C(Nc1ccc(Br)cc1)c1cc([N+](=O)[O-])cc([N+](=O)[O-])c1
- LYP inhibition: -4%
- Myeloid diff MLP: i
- Myeloid diff MLP GFP+ MAC1+ %: 0.1
4	COc1ccc(C(=O)N2CCCCCC2)cc1S(=O)(=O)N1CCOCC1
- LYP inhibition: -8%
- Myeloid diff MLP: i
- Myeloid diff MLP GFP+ MAC1+ %: 1.0

Carrying on:
entry	SMILES	LYP inhibition	Myeloid diff MLP	Myeloid diff MLP GFP+ MAC1+ %
9	CCCc1nnc(SCC(=O)Nc2cccc(Cl)c2Cl)o1	-5%	i	0.2
10	Cc1ccc(-c2nc3ncccc3o2)cc1NC(=O)c1ccc([N+](=O)[O-])o1	-7%	u	x
11	FC(F)(F)c1ccccc1CN1CCCC(N2CCN(c3ccccc3)CC2)C1 (configuration not stated)	-6%	i	2.6
12	CCOc1ccc(Br)cc1CNCc1cccnc1	-8%	i	0.5
13	Cc1ccc(NC(=O)C2CCCN(S(=O)(=O)c3cccnc3)C2)c(C)c1 (configuration not stated)	-8%	i	7.5
14	Cc1ccc(NC(=O)CN2CCc3ccccc3C2)cc1C	-5%	i	0.8
15	CCC(Cc1ccccc1)NS(=O)(=O)c1ccc2c(c1)NC(=O)CO2 (configuration not stated)	-5%	i	1.3
16	COCCCC1CCN(C(=O)C2CCC(=O)N(C3CCCCCC3)C2)CC1 (configuration not stated)	-11%	i	0.0
17	COC(=O)CNC(=O)Cc1c(C)n(C(=O)c2ccc(Cl)cc2)c2ccc(OC)cc12	-7%	i	5.4
18	CCOC(=O)CSc1nc(-c2cccs2)nc2c1c(=O)n(C)c(=O)n2C	-14%	i	2.4
19	CCS(=O)(=O)N1CCC(C(=O)Oc2ccc(C(=O)OC)cc2)CC1	-2%	i	3.9
20	CCOc1ccccc1CN1CCNC(=O)C1CC(=O)NCCC1=CCCCC1 (configuration not stated)	-1%	i	1.1
21	Cc1ccc(N=C2C(=O)Nc3ccccc32)cc1C	-7%	i	0.5
22	CCCc1nn(C)c2c(=O)[nH]c(-c3cc(S(N)(=O)=O)ccc3OCC)nc12	-10%	i	0.6
23	O=C(NC(=S)Nc1ccc(Cl)c(C(=O)O)c1)c1ccc(OCc2ccccc2)cc1	-4%	i	2.0
24	COc1cccc(NC(=O)CCCNC(=O)Cn2cnc3sc(C)c(C)c3c2=O)c1	-6%	u	x
25	O=C(c1c(F)cccc1Cl)N1CCN(S(=O)(=O)c2ccc3c(c2)OCCCO3)CC1	0%	i	0.9
26	O=C(Cn1cnc([N+](=O)[O-])c1)Nc1ccccc1C(F)(F)F	-2%	i	1.2
27	CC(=O)c1ccc(NS(=O)(=O)c2ccc3c(c2)N(C)CCO3)cc1	-9%	i	3.6
28	Cc1nnc(SCC(=O)Nc2ccc(F)cc2)n(N)c1=O	-11%	i	0.5
29	COc1ccc(NC(=S)NC2CCCC2)c(OC)c1	-8%	i	0.4
30	CCCC(=O)NCC(c1cccs1)S(=O)(=O)c1ccc(C)cc1 (configuration not stated)	-9%	u	x
31	Cc1ccc(C)c(Cn2nnc3c(=O)[nH]c(C4CCN(C(=O)c5ccco5)CC4)nc32)c1	-5%	i	0.2
32	CC(=O)Nc1ccc(-c2cn3c(n2)SCC3)cc1	2%	i	0.3
33	CC(C)OCCCN1CC(=O)N2C(c3ccccc3)c3[nH]c4ccccc4c3C[C@H]2C1=O (some centres not stated)	-11%	i	0.6
34	CC(C)c1nc(SCC(=O)Nc2cccc(C(=O)O)c2)c2c3c(sc2n1)CCCC3	-9%	i	1.4
35	COCCCNc1nc2ccccc2nc1NS(=O)(=O)c1ccc(OC)cc1	-10%	i	0.6
36	Cc1c(CC(=O)N2CCN(C(=O)C3COc4ccccc4O3)CC2)c(=O)oc2cc(O)ccc12 (configuration not stated)	-36%	i	0.4
37	COc1cc(/C=C2/C(=O)N(c3ccc(C(=O)O)cc3)N=C2C)cc(OC)c1O	-8%	i	0.4
38	COC(=O)CN1C(=O)C(C)(C)Oc2ccc(C(=O)NC3CCCC3)cc21	6%	i	6.0
39	OCCCNc1nnc(-c2ccccc2)c2ccccc12	-7%	i	0.6
40	COc1ccccc1/C=C/c1ccc2cccc(O)c2n1	-6%	i	0.8
41	CCc1nnc(NC(=O)c2nc(Cl)ccc2Cl)s1	-6%	i	0.3
42	CC(=O)NCc1ccc(-c2csc(-c3cccs3)n2)cc1	-9%	i	4.8
43	Cc1cc(OC(C)C(=O)Nc2ccncc2)ccc1Cl (configuration not stated)	-8%	i	0.5
44	CCN(CC)Cc1c(C(=O)N/N=C/c2ccccn2)nnn1-c1nonc1N	-3%	i	1.0
45	CCOC(=O)c1c(S(=O)(=O)N2CCCC(C(=O)Nc3ncccc3C)C2)c(C)n(C)c1C (configuration not stated)	-8%	i	7.0
46	O=C(Cc1ccccc1)NNC(=O)C1CC=CCC1 (configuration not stated)	-6%	i	0.3
47	CC(=O)Nc1ccc(OCc2ccc3c(c2)OCO3)cc1	-3%	i	1.0
48	Cc1cccc(NC(=O)CCS(=O)(=O)c2cc3c(cc2Cl)NC(=O)CO3)c1	-10%	i	3.2
49	CCC1C(=O)N=C(SCC(=O)Nc2ccc(C)cc2)N(c2ccccc2)C1=O (configuration not stated)	41%	i	5.5
50	CCC(C(=O)NCCC1=CCCCC1)n1nc(C)c2c(C)n(-c3ccccc3)nc2c1=O (configuration not stated)	-16%	i	0.4
51	Cn1nccc1/C=N\NC(=O)c1ccc(Cl)cc1	0%	i	3.6
52	COc1ccc(NC(=O)CC(C)n2ccnc2)cc1 (configuration not stated)	-5%	i	0.5
53	COc1ccc(NC(=O)C/C(C)=N/NC(=O)CCc2ccccc2)c(OC)c1	-4%	i	1.0
54	CCOC(=O)c1c(C)[nH]c(NC(=O)Nc2ccc(NC(C)=O)cc2)c1C	-5%	i	0.9
55	COc1ccccc1CNc1nc(=S)[nH]c2cc(OC)c(OC)cc12	-4%	i	0.5
56	COc1ccc(-c2nc(CN3CCC(C(=O)NC4CCCC4)CC3)c(C)o2)cc1OC	-10%	i	2.4

Further structures follow:
Below each compound: LYP inhibition	Myeloid diff MLP	Myeloid diff MLP GFP+ MAC1+ %
[57] CCC(=O)NC(c1ccccc1)c1c(O)ccc2ccccc12 (configuration not stated)
  -5%	i	0.4
[58] CC(=O)c1cccc(NC(=O)NNC(=O)c2ccc(-c3ccccc3)cc2)c1
  -9%	i	1.1
[59] Cc1ccc(NC(=O)c2cc(-c3cc(Cl)ccc3O)n[nH]2)cc1C
  -6%	i	0.5
[60] COc1ccc(N2CC(C(=O)Nc3cccnc3)CC2=O)cc1 (configuration not stated)
  -3%	i	3.7
[61] Cn1c(SCC(=O)NC2CCCCC2)nnc1-c1ccccn1
  -13%	i	0.8
[62] O=C(CSc1n[nH]c(=O)n1-c1ccccc1)N1CCOCC1
  0%	i	0.7
[63] O=C(CCCCCNC(=O)N1CCn2c1nc1ccccc12)N[C@H](Cc1ccccc1)C(=O)O
  -10%	i	1.9
[64] O=C(NCCc1ccccn1)c1ccc(OC2CCN(CCc3ccccc3)CC2)cc1
  -8%	i	2.5
[65] O=C1CCN(Cc2ccc(O)cc2)CCN1[C@H](CO)Cc1ccccc1
  -13%	i	0.6
[66] COc1cccc(CNC(=O)COC(=O)CN(C)S(=O)(=O)c2ccc(NC(C)=O)cc2)c1
  -3%	i	7.0
[67] O=C(CN1C(=O)c2ccccc2C1=O)NCc1ccc(F)cc1
  -7%	i	0.5
[68] O=C(O)C1C2C=CC(C2)C1C(=O)NCc1ccccc1F (configuration not stated)
  -12%	i	0.1
[69] COc1ccc(C)cc1NC(=O)c1sc2ncn(CC(=O)N3CCCCC3)c(=O)c2c1C
  -6%	i	1.0
[70] N/C(=N\OC(=O)CCCc1ccccc1)c1ccccc1Cl
  -7%	i	0.0
[71] COc1ccc(-c2nnn(Cc3ccccc3)n2)cc1
  -3%	i	2.6
[72] Cc1ccc(S(=O)(=O)N2CCC(c3nnc(SCCN4CCCC4)n3C)CC2)cc1
  -3%	i	0.5
[73] CCc1ccc(NS(=O)(=O)c2ccc(C)c(C(=O)N3CCOCC3)c2)cc1
  -8%	i	0.4
[74] CCOC(=O)c1cnc2c(C)cc(Cl)cc2c1NCCCN1CCOCC1
  -7%	i	0.7
[75] Cc1c(C(=O)NC2CCC(C)CC2)oc2ccccc12 (configuration not stated)
  -4%	i	2.9
[76] CCCCN(CC)CCNC(=O)c1ccc2c(Cl)c3c(nc2c1)CCC3
  -6%	i	0.8
[77] N#Cc1ccc(CC(C(=O)O)N2Cc3ccccc3C2=O)cc1 (configuration not stated)
  -5%	i	0.5
[78] O=C(N/N=C/c1ccc(O)cc1)c1ccncc1
  -2%	i	1.1
[79] O=C(NC1CC2CCCC(C1)N2Cc1ccccc1)c1ccc([N+](=O)[O-])cc1 (configuration not stated)
  0%	i	1.1
[80] O=C(NCCN1CCCCC1)Nc1ccccc1F
  -7%	i	0.5
[81] Cc1cc(NC(=O)CCC(=O)N(CC(=O)NCC2CCCO2)c2cccc(C)c2C)no1 (configuration not stated)
  -10%	i	0.4
[82] CC1CN(CC(=O)NCc2ccccc2)CC(C)O1 (configuration not stated)
  -7%	i	0.6
[83] CC(C)(C)c1ccc(NC(=O)CCNC(=O)c2ccco2)cc1
  -5%	i	1.3
[84] Cc1ccc(OCCN(C)C(=O)C2CCC(=O)N(CCCN3CCOCC3)C2)cc1 (configuration not stated)
  -10%	i	0.7
[85] O=C(NN1CCOCC1)c1ccccc1F
  -9%	i	1.5
[86] CSc1cccc(NC(=O)NNC(=O)C2CCN(S(=O)(=O)N(C)C)CC2)c1
  -8%	i	0.0
[87] COc1ccc(CCNC(=O)c2cccc(NC(=O)CC3SC(N4CCCCC4)=NC3=O)c2)cc1OC (configuration not stated)
  -3%	i	7.3
[88] Cc1ccccc1C(=O)Nc1cccc(C(=O)N/N=C/c2ccccn2)c1
  -10%	i	0.5
[89] COc1ccccc1Nc1nn2c(=O)c3ccc(C(=O)N4CCCCC4)cc3nc2s1
  -9%	i	2.2
[90] CCCCN(C(=O)c1ccccc1OCc1ccc(F)cc1)c1c(N)n(CC(C)C)c(=O)[nH]c1=O
  -6%	i	1.4
[91] CN(CC(=O)Nc1ccccc1Br)C(=O)c1ccc(COc2ccccc2)cc1
  -4%	i	0.5
[92] COc1ccccc1N1CC(C(=O)Nc2nnc(SCC(=O)N3CCOCC3)s2)CC1=O (configuration not stated)
  -10%	i	2.6
[93] CC(C)NC(=O)c1ccc2c(c1)N(Cc1ccccc1)C(=O)C(C)(C)O2
  -9%	i	0.4
[94] CCOC(=O)c1nn(-c2ccc(C)c(Cl)c2)c(=O)c(C#N)c1C
  -8%	i	0.1
[95] O=C(C1CCN(S(=O)(=O)c2ccccc2)CC1)N1CCCCC1
  -5%	i	0.4
[96] COc1cccc(CCN2CCC(CNS(=O)(=O)c3cc(-c4cc(C)no4)ccc3C)CC2)c1
  -6%	u	x
[97] O=C(O)COc1ccccc1-c1nc(-c2ccccc2)c(-c2ccccc2)[nH]1
  3%	i	0.4
[98] CCOc1ccc(S(=O)(=O)Nc2cc(SCC(=O)O)c(O)c3ccccc23)cc1
  -10%	i	0.8
[99] O=C(CSc1nnc(CNC(=O)c2cccs2)o1)Nc1cccc(Cl)c1
  -4%	i	0.0
[100] CCCOC(=O)c1ccc(NC(=O)c2cccc(S(=O)(=O)N3CCN(C(C)=O)CC3)c2)cc1
  -7%	i	1.0
[101] COc1ccccc1-n1c(CNC(=O)c2ccc(S(=O)(=O)N3CCCCC3)cc2)n[nH]c1=S
  -8%	i	1.0
[102] O=C(CSc1nnc(CNC(=O)c2ccc(F)cc2)o1)Nc1ccc2c(c1)OCCO2
  -8%	i	0.9

Given field by field: part of the list above
(11) FC(F)(F)c1ccccc1CN1CCCC(N2CCN(c3ccccc3)CC2)C1 (configuration not stated)
  LYP inhibition: -6%
  Myeloid diff MLP: i
  Myeloid diff MLP GFP+ MAC1+ %: 2.6

(12) CCOc1ccc(Br)cc1CNCc1cccnc1
  LYP inhibition: -8%
  Myeloid diff MLP: i
  Myeloid diff MLP GFP+ MAC1+ %: 0.5

(13) Cc1ccc(NC(=O)C2CCCN(S(=O)(=O)c3cccnc3)C2)c(C)c1 (configuration not stated)
  LYP inhibition: -8%
  Myeloid diff MLP: i
  Myeloid diff MLP GFP+ MAC1+ %: 7.5

Source: PubChem BioAssay
